Screening results: PubChem BioAssay, several laboratories
SR-BI DiI-HDL act = SR-BI HDL lipid transfer activation. hit rate 0.096% among 320,000. activation, % at 12.5 µM. CHO ldlA[mSR-BI] cells, DiI-HDL uptake fluorescence, 3 h; 100 = double the neutral-control signal;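 active = mean replicate activation of at least 60% and every replicate at or above 60%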;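 also: 0% = median plate neutral-control signal and 100% = twice that signal; values of inactives mirror those of a sister screen read the other way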
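Material: SR-BI-overexpressing, LDLR-lacking CHO cells | Dosing: Single compound concentration, delivered by pin transfer | Probe or stimulus: Labelled HDL, 10 µg/mL | Signal: Bottom-read cell fluorescence after medium removal, ex 550/em 595 nm | Schedule: 3 h, 37 °C | Evaluation: HDL uptake via cellular fluorescence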
SR-BI HDL uptake = mouse SR-BI HDL lipid transfer inhibition; Q61009; AID 488896; hit rate 0.96% among 320,000; ldlA[mSR-BI] CHO cells, DiI-HDL uptake fluorescence, 3 h; inhibition, % at 12.5 µM;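 active = mean replicate inhibition of at least 70% and a set share of replicates each scoring 70 or more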;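 also: 0% = median of neutral control wells and 100% = median of positive control wells; values of inactives mirror those of a sister screen read the other way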
NSD2 HMT inh = blocks human histone methyltransferase NSD2; NSD2 peptide methylation, AlphaScreen, 120 min; hit rate 0.54% among 310,000; inhibition, % at 12.5 µM; in the data active = inhibition above about 50%
PKA-R2B act = PKA-R2B complex activation; AID 504700; hit rate 0.079% among 340,000; PKA-R2B holoenzyme dissociation, Cy5-IP20 fluorescence polarization; R2B truncated from residue 108, S112A mutant; 0% DMSO only, 100% 113 µM cGMP; activation, % at 11.4 µM; P22694+P31323;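 active = activation above a cutoff set at the mean over all compounds plus 3 SD, cut at about 18% in these data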;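 also: higher means more holoenzyme dissociation and a rise in polarization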
Target sequence (P31323 whole entry, looked up, other chains not shown, the tested form may be a part): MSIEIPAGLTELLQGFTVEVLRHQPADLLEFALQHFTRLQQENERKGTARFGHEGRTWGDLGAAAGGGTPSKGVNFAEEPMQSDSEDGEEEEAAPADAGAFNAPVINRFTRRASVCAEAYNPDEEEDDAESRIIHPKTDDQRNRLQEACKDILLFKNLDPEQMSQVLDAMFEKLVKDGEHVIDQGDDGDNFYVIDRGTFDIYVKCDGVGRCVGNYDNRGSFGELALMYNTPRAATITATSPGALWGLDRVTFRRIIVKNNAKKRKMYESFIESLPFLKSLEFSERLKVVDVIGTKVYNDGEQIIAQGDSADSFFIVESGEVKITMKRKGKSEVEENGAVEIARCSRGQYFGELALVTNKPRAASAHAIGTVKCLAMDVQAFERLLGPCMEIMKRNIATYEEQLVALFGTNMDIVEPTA
CDK5 p35 inh = CDK5/p35 (human) kinase inhibition. Q00535+Q15078. Recombinant CDK5/p35, ADP-Glo luminescence, 60 min. inhibition, % at 10 µM. hit rate 0.01% among 330,000. AID 488839;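 active = highest replicate inhibition of at least 50% and at least 75% of replicates reaching 50%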;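 also: plate controls were DMSO neutral control for no effect and GW8510 at 10 µM for full effect; many of its hits are not listed in these tables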
Target sequence (Q00535 whole entry, looked up): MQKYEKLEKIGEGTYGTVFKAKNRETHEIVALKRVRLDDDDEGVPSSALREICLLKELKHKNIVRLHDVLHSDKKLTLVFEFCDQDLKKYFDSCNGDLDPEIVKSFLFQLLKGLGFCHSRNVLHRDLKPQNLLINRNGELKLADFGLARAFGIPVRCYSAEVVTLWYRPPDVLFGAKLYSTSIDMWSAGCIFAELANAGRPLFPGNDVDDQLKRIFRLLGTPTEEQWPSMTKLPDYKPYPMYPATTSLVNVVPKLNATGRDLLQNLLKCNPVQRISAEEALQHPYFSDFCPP
Target sequence (Q15078 whole entry, looked up): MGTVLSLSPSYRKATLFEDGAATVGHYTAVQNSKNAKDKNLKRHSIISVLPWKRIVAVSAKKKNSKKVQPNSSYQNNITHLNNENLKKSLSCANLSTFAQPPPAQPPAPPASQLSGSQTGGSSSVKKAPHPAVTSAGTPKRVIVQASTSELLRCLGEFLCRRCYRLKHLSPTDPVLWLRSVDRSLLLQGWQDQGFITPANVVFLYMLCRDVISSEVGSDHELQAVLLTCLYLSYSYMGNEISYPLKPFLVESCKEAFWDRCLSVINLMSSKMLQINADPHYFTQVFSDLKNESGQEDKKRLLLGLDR
Arrestin-AP2 inh = blocks beta-arrestin peptide binding to AP2 adaptin; hit rate 0.31% among 340,000; AID 504490; FITC-arrestin peptide / GST-AP2 beads, flow cytometry; AP2 beta2 appendage carries R879A mutation; inhibition, % at 10 µM;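 active = inhibition above a set limit, near 3 SD of compounds lacking own fluorescence, cut at about 54% in these data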;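 also: plate controls were DMSO wells for no effect and 5 µM unlabelled arrestin peptide for full effect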
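Assay system: GST-AP2 R879A bound to glutathione beads, E. coli-expressed; Medium: PBS with 0.05% Tween 20 and 0.1% BSA; Also added: fluorescein-tagged arrestin peptide at 50 nM final; Timing: 12 min plus 1 h, RT; Measured by: flow cytometry, FL1 (488/535 nm); Evaluation: percent drop in bead-associated FITC signal.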
dFosB act = activators of mouse delta FosB homodimer. P13346. purified delta FosB, TAMRA-CDK5 oligo fluorescence polarization; percent of positive-control signal above neutral wells. activation, % at 25 µM. hit rate 0.99% among 340,000;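 active = mean activation above about 17%, with every replicate also reaching it, limit read from the data, passing the limit was not always enough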;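 also: fluorescence polarization rise as delta FosB binds a TAMRA Cdk5 AP-1 oligo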
SUMO Mot1 rescue = SUMOylation pathway inhibition by Mot1-301 growth rescue | S. cerevisiae Mot1-301 growth rescue, ATP luminescence, 38.5C; percent above DMSO median, 100 means doubled | growth rescue, % at 18.8 µM | hit rate 1% among 320,000 | AID 2716;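 active = every valid replicate shows activation above 250% relative to neutral control wells; inactive = the rest, any valid replicate at or below 250%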;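 also: OY570 slx delta 5 strain wells were the positive control but not used for scaling; some compounds called inactive have numbers as strong as hits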
Pemphigus Ab inh = inhibitors of pemphigus antibody binding to human desmoglein-3. P32926. DSG3-coupled beads, scFv-anti-DSG3-GFP binding, flow cytometry; stronger effect = lower value. binding (percent of control), % at 10 µM. hit rate 0.48% among 310,000;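 active = binding more than 3 SD below its plate's average and above zero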; also: some compounds called inactive have numbers as strong as hits
PKA-R1A activ = activators of PKA-R1A complex; P00514+P68181; PKA-R1A dissociation, Cy5-IP20 fluorescence polarization; scaled: DMSO 0%, 113 µM cGMP 100%; activation, % at 11.4 µM; hit rate 0.083% among 340,000; AID 504707;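 active = percent activation above the mean of all tested compounds plus 3 SD, cut at about 19% in these data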;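 also: higher means more PKAc released from R1A so a rise in polarization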
MITF TRPM1 HTS = increases MITF-driven TRPM1 promoter luciferase signal; SK-MEL-5 TRPM1-promoter luciferase, 24 h; % of positive control, neutral wells = 0; activation, % at 12.5 µM; hit rate 0.75% among 300,000; AID 588334;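 active = mean activation of at least 80% with every replicate also reaching 80%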;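 also: 0% = neutral control wells and 100% = parthenolide positive control wells; values of inactives mirror those of a sister screen read the other way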
Active calls of the source: *; · = not tested or not shown.

The line under a structure holds: SR-BI DiI-HDL act | SR-BI HDL uptake | NSD2 HMT inh | PKA-R2B act | CDK5 p35 inh | Arrestin-AP2 inh | dFosB act | SUMO Mot1 rescue | Pemphigus Ab inh | PKA-R1A activ | MITF TRPM1 HTS
1) O=C(Cn1cc2c(n1)CCCC2)NCCc1ccccc1
    5 | -5 | · | -5 | 0.3 | -2 | -4 | -7 | 104 | 2 | 7
2) COc1ccc(-c2cn[nH]c2-c2ccc(O)cc2O)cc1OC
    -22 | 22 | 13 | -6 | 4.2 | -11 | -9 | 0 | 98 | -7 | -10
3) CC(CCc1ccccc1)NC(=O)C1CCN(C(=O)c2sccc2-n2cccc2)CC1 (configuration not stated)
    -88 | 88* | · | -4 | -4.9 | 3 | -4 | -7 | 106 | -2 | -3
4) CCOC(=O)N1CCN(C2=Nc3cccc4cccc2c34)CC1
    -2 | 2 | 71* | -4 | -1.1 | -1 | 22* | 5 | 99 | 10 | 16
5) COC(=O)c1nc2n(n1)C(c1ccc(OC)c(OC)c1OC)C1=C(CCCC1=O)N2 (configuration not stated)
    23 | -23 | -1 | 1 | 0.1 | -2 | 2 | · | 108 | -6 | -9
6) Cc1cc(=O)oc2cc(OC(C)C(=O)NCC3CCCO3)ccc12 (configuration not stated)
    -10 | 15 | 18 | 3 | -1.5 | 15 | -7 | 24 | 104 | -3 | -1
7) CC(C)(C)c1ccc(NC(=O)c2cc[n+]([O-])cc2)cc1
    3 | -3 | 1 | 5 | -0.5 | 5 | -11 | -4 | 114 | -2 | -6
8) COc1ccccc1CN1CCNC(=O)C1CC(=O)NCc1c(C)n[nH]c1C (configuration not stated)
    13 | -13 | 5 | 2 | -1.6 | -7 | -8 | 1 | 99 | 3 | -2
9) Cc1ccc(Cl)c(OC(=O)c2nn(C(C)C)c(=O)c3ccccc23)c1
    -2 | 2 | -3 | -6 | 1.0 | -2 | -1 | 2 | 100 | -4 | 3
10) CCc1ccc([C@@H]2C[C@H]3CN(Cc4ccccc4OC)C(=O)[C@]34CCCN24)cc1
    -8 | 8 | 1 | -9 | -1.4 | 6 | -4 | 3 | 207 | -5 | -16
11) O=C(O)c1c[nH]c2ccc(S(=O)(=O)N3CCOCC3)cc12
    -4 | 4 | -1 | -9 | 2.1 | -5 | 0 | -1 | 93 | -5 | -4
12) OC[C@H]1O[C@@H](n2cnc3c(NCc4ccco4)ncnc32)[C@H](O)[C@@H]1O
    20 | -20 | · | 3 | -0.5 | -14 | -1 | · | · | -10 | -65
13) O=C(CCN1C(=O)C2CCCCC2C1=O)N1CCN(S(=O)(=O)c2c(F)cccc2F)CC1 (configuration not stated)
    7 | -7 | 1 | -3 | 1.8 | -21 | -9 | 165 | 94 | -13 | 1
14) O=C(COC(=O)c1ccc(-c2ccc([N+](=O)[O-])cc2)o1)NC(=O)NC1CCCCC1
    · | · | 1 | -3 | 0.0 | -1 | -11 | 8 | 101 | -6 | 7
15) Cn1c(=O)c2[nH]c(=S)n(Cc3ccccc3)c2n(C)c1=O
    10 | -10 | 1 | 1 | 0.5 | 25 | 7 | · | 95 | -6 | -5
16) O=C(NCc1ccco1)C(=O)NCC1OCCN1S(=O)(=O)c1ccc(Cl)cc1 (configuration not stated)
    16 | -16 | · | -7 | -0.8 | -10 | -2 | -6 | 104 | -2 | ·
17) Cc1[nH]n(-c2ccc([N+](=O)[O-])cc2)c(=O)c1C=NCCc1ccc(S(N)(=O)=O)cc1
    -43 | 43 | 0 | · | -1.7 | 2 | -8 | -21 | 81 | · | 4
18) COc1ccccc1/C=N/NC(=O)c1ccc(C)nc1
    -19 | 19 | -1 | 4 | 1.1 | 37 | 1 | -2 | 101 | -4 | -5
19) COc1ccc(-c2csc(N(CCCN(C)C)C(=O)c3ccccc3Cl)n2)cc1
    -2 | 2 | 58* | 3 | -0.9 | -12 | 16 | -15 | 100 | -6 | 8
20) CC(=O)Nc1c(-c2ccccc2)nc2ncccn12
    0 | 0 | · | -7 | 0.6 | 0 | -5 | -11 | 104 | -6 | ·
21) N#CCCN(Cc1cccnc1)C(=O)Nc1ccc(Cl)c(Cl)c1
    13 | -13 | -1 | 3 | -0.4 | -2 | -3 | · | 105 | -4 | ·
22) CCn1c(NC(=O)C2CCCCC2)nc2ccccc21
    · | · | -3 | 4 | 1.3 | 0 | -1 | 6 | 101 | 2 | 10
23) CCOC(=O)c1c(NC(=O)c2ccco2)n(C2CCCCC2)c2nc3ccccc3nc12
    20 | -20 | · | 1 | -1.8 | 26 | -4 | -10 | 120 | -2 | -3
24) Cc1cc(C)cc(OCC(=O)OCc2cc([N+](=O)[O-])cc3c2OCOC3)c1
    8 | -8 | 28 | -8 | -2.3 | -3 | -2 | -5 | 136 | -2 | -6
25) CCOC(=O)C(CC)(CC)C(=O)/C=C/c1ccc(Br)cc1
    -4 | 4 | 0 | -3 | 1.5 | -3 | -4 | -8 | 102 | -4 | -15
26) COc1ccccc1OCC(=O)N/N=C1\CCc2ccccc21
    -12 | 12 | -2 | 0 | -1.1 | 3 | -3 | -4 | 114 | 1 | 50
27) CCSc1nnc(-c2cc(Br)ccc2N=Cc2c(C)[nH]n(-c3ccccc3)c2=O)c(=O)[nH]1
    9 | -9 | 5 | -17 | -0.2 | 3 | -10 | -11 | 102 | 5 | -5
28) CCCC(=O)Nc1ccc(C(N)=O)cc1
    13 | -13 | 0 | -3 | -1.8 | -8 | 5 | -5 | 99 | -14 | 4
29) O=C1NC(O)(c2ccccc2)Oc2ccccc21 (configuration not stated)
    25 | -25 | · | 1 | 1.3 | 7 | -1 | 322 | 98 | 10 | 10
30) COc1cccc(N2CC(C(=O)Nc3nnc(SCC(=O)NCC4CCCO4)s3)CC2=O)c1 (configuration not stated)
    15 | -15 | 0 | -3 | -0.7 | -6 | -6 | -7 | 109 | 6 | -5
31) O=C(NCc1ccc(F)cc1)c1ccc(CNc2c(N3CCOCC3)c(=O)c2=O)cc1
    · | · | -1 | 6 | 0.8 | -5 | -9 | -12 | 94 | 1 | 5
32) CCC(C)[C@H](NC(=O)c1cc2cc(Cl)ccc2n1C)C(=O)N1CCC(C(=O)O)CC1 (some centres not stated)
    16 | -16 | 1 | 2 | -1.4 | -12 | -2 | 1 | 94 | -2 | 4
33) O=C(CN1C2=NCCN2c2ccccc21)c1ccc(Br)s1
    15 | -15 | 4 | 13 | 0.5 | 4 | 0 | 35 | 108 | 6 | -13
34) Nn1c(SCC(=O)Nc2ccc(N3CCOCC3)cc2)nnc1-c1ccccc1F
    9 | -9 | -1 | -5 | 1.0 | 23 | -2 | 2 | 99 | 5 | 25
35) CSCC[C@@H](C(=O)NCc1cccs1)N1Cc2ccccc2C1=O
    32 | -32 | · | -6 | 0.4 | 4 | 0 | -6 | 90 | 1 | ·
36) C#CC(=O)N(c1cccc(OC)c1)C(C(=O)NC1CCCC1)c1cccs1 (configuration not stated)
    12 | -12 | 7 | -5 | 0.4 | 3 | 0 | 331* | 101 | -1 | -106
37) CC1OC(Oc2ccc3ccc(=O)oc3c2-c2c(O)ccc3cc(Oc4ccc5ccc(=O)oc5c4)c(=O)oc23)C(O)C(O)C1O (configuration not stated)
    18 | -18 | · | 4 | 0.1 | 11 | -5 | 16 | 102 | -6 | -7
38) CCS(=O)(=O)N1CCN(C(=O)COc2ccc(-c3ccccc3)cc2)CC1
    -10 | 10 | 0 | -2 | 1.4 | 4 | -6 | -3 | 98 | 1 | -6
39) Cc1ccc(NC(=O)CCn2cccc2)cc1F
    -45 | 45 | -3 | -8 | 0.2 | -7 | -4 | 4 | · | -10 | 10
40) COc1cccc(C(=O)NC(=S)Nc2ccc(N3CCCC3)cc2)c1
    -41 | 41 | 0 | -9 | -0.4 | 6 | 6 | 3 | · | 3 | 14
41) Cc1ccc(-c2noc(CSc3nnc(-c4ccncc4)n3-c3ccc(F)cc3)n2)cc1
    -31 | 31 | 0 | -10 | -0.7 | -11 | -14 | -22 | · | 3 | -10
42) Cc1c(C(=O)N2CCOCC2)sc(NC(=O)c2ccccc2F)c1C#N
    -1 | 1 | -4 | -6 | 1.0 | 10 | 1 | 7 | 116 | 1 | -2
43) O=C(NCCS(=O)(=O)N1CCN(c2ccccc2)CC1)c1ccc2c(c1)OCO2
    33 | -33 | -2 | -2 | -0.2 | -10 | 6 | 6 | 103 | 12 | -3
44) CCC(C)(C)NC(=O)C(OC(=O)c1ccco1)c1ccccc1F (configuration not stated)
    27 | -27 | -1 | -4 | -1.2 | 32 | 5 | 4 | 109 | -4 | 3
45) CN(CC1COc2ccccc2O1)C(=O)c1cc(COc2c(F)cccc2F)on1 (configuration not stated)
    16 | -16 | -3 | 8 | 0.9 | 5 | -3 | -10 | 113 | -13 | 10

Quoted from the listing:
COc1cccc(C(=O)NC(=S)Nc2ccc(N3CCCC3)cc2)c1 @ MITF TRPM1 HTS: 14
CCC(C)[C@H](NC(=O)c1cc2cc(Cl)ccc2n1C)C(=O)N1CCC(C(=O)O)CC1 (some centres not stated) @ CDK5 p35 inh: -1.4

(list continues)
The line under a structure holds: SR-BI DiI-HDL act | SR-BI HDL uptake | NSD2 HMT inh | PKA-R2B act | CDK5 p35 inh | Arrestin-AP2 inh | dFosB act | SUMO Mot1 rescue | Pemphigus Ab inh | PKA-R1A activ | MITF TRPM1 HTS
46) Cc1ccccc1N1CC(C(=O)Nc2ccc(S(=O)(=O)N3CCCC3)cc2)CC1=O (configuration not stated)
    9 | -9 | -2 | 1 | -0.2 | -3 | -5 | 209 | 106 | -4 | -2
47) O=c1c(Cl)c(O)c2cccc3c4ccccc4n1c23
    8 | -8 | 0 | -3 | 2.5 | 6 | -3 | -4 | 99 | 8 | 7
48) COc1ccc(C2=Nn3c(nnc3-c3ccco3)SC2)cc1
    -28 | 28 | 4 | -1 | 1.8 | 33 | -36 | 533* | 101 | 1 | 6
49) CCc1ccc(/C=C2\CN(CC)Cc3c2nc2ccccc2c3C(=O)O)cc1
    13 | -13 | 4 | 1 | 1.1 | 3 | 0 | -10 | 104 | 11 | -2
50) Cc1ccc(N(CC(=O)Nc2cc(C)cc(C)c2)S(=O)(=O)c2cccc3nonc23)cc1
    13 | -13 | 0 | -9 | 0.4 | -3 | -4 | -5 | 95 | 9 | -4

The order is random. Share with any hit: about 4.7%.
